Screening results deposited in PubChem BioAssay by National Center for Advancing Translational Sciences (NCATS).
WRN inhibitor: blocks human WRN helicase; Potency, µM (highest dose often 114 µM), for inactives: at the highest dose activity change, negative = inhibition, actives largely listed as inhibitors; Q14191; WRN helicase unwinding, fluorescent forked duplex, kinetic; actives 0.46% (n = 360,000); also: potency is read from the fitted curve at half-maximal effect; % is scaled to controls: 0 for no effect and ±100 for the full control effect; nearly all actives have a fitted effect of over 55% in size
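Screening of the MLSMR collection measured strand separation of a quenched forked DNA duplex (100 nM) by 20 nM WRN with 2 mM ATP, all final. Compounds were preincubated with enzyme 15 min at room temperature.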
EPAC1 antagonist: blocks human EPAC1 exchange factor | O95398 | EPAC1 GEF assay, Rap1b-BODIPY-GDP exchange fluorescence | Potency, µM (titrated, usually from 115 µM), inactives show at the top dose activity change, negative = inhibition, most hits filed as inhibitors | actives 0.14% (n = 360,000) | AID 720709;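 also: potency is read from the fitted curve at half-maximal effect; plate controls were vehicle for no effect and positive control for full effect; nearly all actives have a fitted effect of over 50% in size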
FUS suppressor: rescues growth of FUS-expressing yeast. S. cerevisiae FUS-expressing, growth rescue, OD600, 24 h. Potency, µM (highest dose often 76.6 µM), for the others: top-dose growth rescue (activation), hits mostly activators. actives 0.24% (n = 390,000). AID 1347120;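 also: potency is read from the fitted curve at half-maximal effect; plate controls were DMSO vehicle for no effect and reference control for full effect; nearly all actives have a fitted effect of over 55% in size; some results filed as inactive show a strong effect at the top dose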
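Yeast expressing FUS under galactose induction, OD 0.005 in 2% galactose medium; compounds in a dilution series, 24 h at 30C. Growth rescue by absorbance at 600 nm; CP55940 positive control, DMSO negative.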
IL2 activator: activates IL-2 in a cell-based reporter assay | actives 0.065% (n = 360,000) | IL-2 activation reporter assay, cell-based qHTS; stimulated with anti-CD3/CD4/CD28 beads; in transgenic mouse T cells | activation, % (series mostly up to about 46 µM); in the data active = activation above about 50%; inconclusive = mostly about 30% to 49%; also: 0% is about no effect
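Unstimulated transgenic mouse T cells, 750 per well, received compound and, after 60 minutes, anti-CD3/anti-CD4 bead plus anti-CD28 stimulation. EGFP and DsRed were quantified after 18 hours.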
EPAC1 ag: EPAC1 (human) agonism | O95398 | EPAC1 agonist qHTS, biochemical assay; response scale: 100% = response to 6.5 mM cAMP | Potency, µM (highest dose often 154 µM), for the others: at the top dose activation, usual class: activators | actives 0.073% (n = 360,000) | AID 720707; also: potency is read from the fitted curve at half-maximal effect; nearly all actives have a fitted effect of over 60% in size
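Nucleotide exchange by EPAC1 (100 nM) on Rap1B–BODIPY-GDP (250 nM) in the presence of 50 uM GDP is tracked fluorescently at 480/540 nm over 30 min. Signals are normalized to a 6.5 mM cAMP control.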
PLK1 PBD block: blocks phosphopeptide binding to human PLK1 polo-box domain. P53350. actives 2.8% (n = 360,000). Potency, µM, without a hit: max response, negative = inhibition, most hits filed as inhibitors. AID 720504. Plk1 PBD binding of FITC phosphopeptide, fluorescence polarization; also: potency is read from the fitted curve at half-maximal effect; series mostly up to about 57 µM; % is scaled to controls: 0 for no effect and ±100 for the full control effect; nearly all actives have a fitted effect of over 65% in size
Abeta yeast res: A-beta toxicity reversal in yeast; AID 1347071; actives 0.063% (n = 410,000); Potency, µM (doses to about 46.1 µM), without a hit: at the highest dose growth rescue, actives largely listed as activators; yeast expressing A-beta42, growth rescue, OD600, 48 h; response scale: 0% DMSO, 100% iron-clioquinol control; also: potency is read from the fitted curve at half-maximal effect; nearly all actives have a fitted effect of over 55% in size
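Yeast growth medium received pinned compounds, then yeast cells expressing toxic A-beta were added; plates incubated at 30 C for 48 hr. Growth read as absorbance at 600 nm, normalized to DMSO and equimolar FeCl3 plus clioquinol controls.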
PI5P4Ka inh: blocks human PI5P4K alpha kinase activity; actives 1.2% (n = 330,000); PI5P4Kalpha enzyme, ADP-Glo luminescence, 60 min; stronger effect = lower value; AID 652105; max response, %; P48426; active = max response of -50% or lower; inconclusive = between -30% and -50%; inactive = -30% or higher; also: value at the top dose of about 77 µM; % is scaled to controls: 0 for no effect and ±100 for the full control effect
Target sequence (P48426 whole entry, looked up): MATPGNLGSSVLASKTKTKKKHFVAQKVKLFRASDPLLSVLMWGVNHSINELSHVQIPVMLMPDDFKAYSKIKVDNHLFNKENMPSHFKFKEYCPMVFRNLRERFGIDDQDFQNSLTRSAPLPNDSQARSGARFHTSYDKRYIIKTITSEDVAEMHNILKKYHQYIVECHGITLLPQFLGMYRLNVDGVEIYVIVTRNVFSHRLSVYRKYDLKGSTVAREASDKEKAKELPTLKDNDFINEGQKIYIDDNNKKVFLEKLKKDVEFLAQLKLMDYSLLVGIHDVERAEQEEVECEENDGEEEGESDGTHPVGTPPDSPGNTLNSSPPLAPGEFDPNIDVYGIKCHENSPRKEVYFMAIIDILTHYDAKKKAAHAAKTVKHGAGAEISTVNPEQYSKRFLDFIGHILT
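Single end-point luminescence (ADP-Glo) quantified ADP from PI5P4Kalpha turnover; ATP 5 microM final, 1 h at RT, 0.1% CHAPS and 0.28 mM EGTA in HEPES pH 7.4.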
Active calls of the source: *; ? = inconclusive; · = not tested or not shown; [ ] = dose if it differs, or a comment. Unless noted, calls follow the shape of the dose curve; as a rule, active = well fitted curve in the direction sought with a large enough effect; inconclusive = small, poorly fitted or top-dose-only effect, or another doubt; inactive = no such curve, though single readings can be large; an effect the other way counts as inactive or inconclusive.

1: Cc1cccc(/C=N/N(CCO)C2=NS(=O)(=O)c3ccccc32)c1
2: COC(=O)C1=C(O)/C(=C\c2ccc(CNC(=O)C(=O)Nc3ccc(C)c(C)c3)o2)N=C1C
3: CCOc1ccc(C(=O)Nc2ccc(N3CCN(C)CC3)cc2)cc1
4: CC(C)N(Cc1nccn1C)C(=O)c1cc(COc2ccc3ncccc3c2)on1
5: CCOc1ccc(-c2nc(CN3CCCC(C(=O)N4CCOCC4)C3)c(C)o2)cc1 (stereo unspecified)
6: CC(C)(C)OC(=O)N1CCC(NC(=O)c2[nH]cnc2C(=O)Nc2ccc(Cl)cc2)CC1
7: CCN(CC)CCN(Cc1cc2cc3c(cc2[nH]c1=O)OCCO3)C(=S)NC
8: CC(=O)NC(Cc1c[nH]c2ccccc12)C(=O)OCC(=O)Nc1cc(C)on1 (stereo unspecified)
assay / entry	1	2	3	4	5	6	7	8
WRN inhibitor	-15.8%	-13.5%[11.6 µM]	-8.2%	9.4%	-7.0%	-10.1%	9.1%	7.6%
EPAC1 antagonist	11.1%	-18.0%	1.2%	-18.5%	-4.8%	?	-10.9%	1.8%
FUS suppressor	17.1%	0.6%	8.7%	11.1%	14.1%	-3.6%	0.3%	5.9%
IL2 activator	-0.4	1.5	-0.1	-4.8	-0.1	-2.8	1.1	2.1
EPAC1 ag	-2.2%	-3.9%	18.6%	-5.5%	-10.6%	6.3%	8.6%	-4.4%
PLK1 PBD block	2.2%	-18.3%	-4.3%	-7.0%	-2.6%	-1.5%	-17.5%	-22.4%
Abeta yeast res	-8.5%	13.5%[9.22 µM]	-5.7%	-7.6%	-16.9%	0.9%	-13.3%	-5.0%
PI5P4Ka inh	-2.5	?	2.9	-7.2	1.4	-1.6	0.0	0.1

9: CC(=O)c1ccc(S(=O)(=O)N2CCN(C)CC2)cc1
10: COC(=O)Cn1c2ccccc2c(=O)n1C(C)CBr (stereo unspecified)
11: Cc1ccc(S(=O)(=O)N(C)c2ccc(N)cc2)cc1
12: C(=N\n1cnnc1)/c1cccc2ccccc12
13: COc1ccc(CNC(=S)Nc2cccc(OC)c2)cc1
14: NC(=S)Nc1cccc(F)c1
15: COc1cc(/C=N/NC(=O)c2ccc(Cn3cc([N+](=O)[O-])cn3)o2)cc(Br)c1O
16: Cc1cc(C(=O)N2CCN(S(=O)(=O)c3ccc(F)c(Cl)c3)CC2)c(C)o1
assay / entry	9	10	11	12	13	14	15	16
WRN inhibitor	-4.3%	-2.2%	-2.4%	7.3%	-28.2%	-27.3%	-14.0%	-3.3%
EPAC1 antagonist	-5.6%	6.2%	3.9%	5.3%	-2.5%	1.2%	-26.5%	-0.6%
FUS suppressor	3.1%	1.0%	-8.8%	19.9%	2.2%	-32.4%	22.8%	?
IL2 activator	-0.4	-0.6	-1.1	-1.2	-0.1	0.1	0.4	-0.4
EPAC1 ag	0.7%	12.4%	-3.8%	1.2%	4.1%	3.7%	-5.2%	15.6%
PLK1 PBD block	1.1%	-5.4%	3.9%	-17.6%	-15.2%	-5.8%	-16.0%	1.4%
Abeta yeast res	-2.9%	-6.1%	14.0%	-4.7%	26.9%	-0.8%	-13.5%	10.6%
PI5P4Ka inh	2.3	-0.4	0.2	1.9	-0.1	4.8	-5.9	-2.4

17: COCCNC(=O)c1cnn2c1NC(c1ccco1)CC2C(F)(F)F (stereo unspecified)
18: O=c1ccn([C@@H]2O[C@H](CNCc3ccc(-c4cc(C(F)(F)F)ccc4Cl)o3)[C@@H](O)[C@H]2O)c(=O)[nH]1
19: CN(C(=O)CSC1=NCCS1)c1ccccc1
20: Cc1cc(C)nc(SCC(N)=O)n1
21: Clc1ccc(OCCOCCN2CCc3ccccc3C2)c(Cl)c1
22: CC(=O)c1cc(-c2ccccc2)n(CCC(=O)NCc2cccs2)c1C
23: Nc1ccccc1C#Cc1cnccn1
24: CCOCCCNC(=O)c1c(C)c(C(=O)OCC)n(C)c1C
assay / entry	17	18	19	20	21	22	23	24
WRN inhibitor	-10.8%	8.7%	2.9%	-7.6%	2.0%	-12.6%	-13.5%	3.4%
EPAC1 antagonist	-9.6%	-5.1%	2.2%	-11.1%	-21.4%	-13.3%	2.9%	11.2%
FUS suppressor	38.3%	-21.5%	1.1%	15.3%	14.5%	-9.6%	-29.9%	28.2%
IL2 activator	3.1	-0.2	0.0	0.4	-6.4	-1.6	0.8	0.0
EPAC1 ag	4.1%	-6.0%	-2.3%	11.7%	-2.7%	-4.6%	-20.6%	-0.1%
PLK1 PBD block	-15.8%	-8.7%	2.4%	-11.9%	0.4%	-0.9%	2.0%	-1.4%
Abeta yeast res	2.6%	17.5%	10.2%	-4.8%	-2.9%	13.0%[9.22 µM]	-3.2%	5.5%
PI5P4Ka inh	0.4	13.6	-6.5	2.0	2.7	5.3	0.0	·

25: CCN(CC)C(=O)C1=C(C)N(Cc2ccccc2)C(=O)C(CC(=O)NCC2CCCCC2)C1 (stereo unspecified)
26: CCC(Sc1nc(N)cc(N)n1)C(=O)O (stereo unspecified)
27: N#Cc1ccccc1OCC(=O)N(Cc1nnc(-c2ccccc2Cl)o1)C1CC1
28: CN(C)C1=NC[C@H](Cc2ccccc2)N1CC1CCCCCC1
29: O=C(Cn1c(=O)n(Cc2ccco2)c(=O)c2c3c(sc21)CCCC3)Nc1ccccc1
30: CCOc1ccc2ccccc2c1C(=O)Nc1cc(=O)n(C)c(=O)n1C
assay / entry	25	26	27	28	29	30
WRN inhibitor	-0.1%	8.3%	-3.4%	5.3%	-15.4%	-7.7%
EPAC1 antagonist	0.7%	3.1%	-9.5%	-7.4%	-2.4%	-1.8%
FUS suppressor	18.2%	23.7%	?	-16.8%	29.5%	-19.1%
IL2 activator	4.2	-1.9	0.1	-3.4	-1.5	-0.7
EPAC1 ag	-2.9%	0.2%	-0.3%	1.2%	10.9%	-7.3%
PLK1 PBD block	-2.6%	-11.5%	1.5%	1.9%	?	-10.2%
Abeta yeast res	-1.5%	-9.3%	2.0%	-1.0%	0.0%	-8.4%
PI5P4Ka inh	-1.7	-2.0	-18.5	1.5	1.2	-0.7

Structural class: the compounds so far containing a furan ring, fused or not
2: COC(=O)C1=C(O)/C(=C\c2ccc(CNC(=O)C(=O)Nc3ccc(C)c(C)c3)o2)N=C1C
15: COc1cc(/C=N/NC(=O)c2ccc(Cn3cc([N+](=O)[O-])cn3)o2)cc(Br)c1O
16: Cc1cc(C(=O)N2CCN(S(=O)(=O)c3ccc(F)c(Cl)c3)CC2)c(C)o1
17: COCCNC(=O)c1cnn2c1NC(c1ccco1)CC2C(F)(F)F (stereo unspecified)
18: O=c1ccn([C@@H]2O[C@H](CNCc3ccc(-c4cc(C(F)(F)F)ccc4Cl)o3)[C@@H](O)[C@H]2O)c(=O)[nH]1
29: O=C(Cn1c(=O)n(Cc2ccco2)c(=O)c2c3c(sc21)CCCC3)Nc1ccccc1
assay / entry	2	15	16	17	18	29
WRN inhibitor	-13.5%[11.6 µM]	-14.0%	-3.3%	-10.8%	8.7%	-15.4%
EPAC1 antagonist	-18.0%	-26.5%	-0.6%	-9.6%	-5.1%	-2.4%
FUS suppressor	0.6%	22.8%	?	38.3%	-21.5%	29.5%
IL2 activator	1.5	0.4	-0.4	3.1	-0.2	-1.5
EPAC1 ag	-3.9%	-5.2%	15.6%	4.1%	-6.0%	10.9%
PLK1 PBD block	-18.3%	-16.0%	1.4%	-15.8%	-8.7%	?
Abeta yeast res	13.5%[9.22 µM]	-13.5%	10.6%	2.6%	17.5%	0.0%
PI5P4Ka inh	?	-5.9	-2.4	0.4	13.6	1.2
